Screening results: PubChem BioAssay, Johns Hopkins Ion Channel Center
KCNQ2 block = KCNQ2 potassium channel inhibitors, primary screen, cell-based, CHO-K1, FluxOR thallium flux, B-score (AID 2156); O88943; 20 min; stronger effect = lower value; B-score at 10 µM; 1.1% of 310,000 active;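 active means fluorescence ratio B-score at most minus 3 library SDs, with starting brightness B-score within 2 library SDs, cut at about -5.5 in these data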
CHT block = human CHT choline transport inhibition. CHT-expressing cells, membrane potential dye, choline response; stronger effect = lower value. B-score at 10 µM. 0.86% of 310,000 active;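 active means B-score over 3 SD under the library average, and starting fluorescence ratio not unusually high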;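 further: choline stimulus applied at its EC90 after an EC20 pre-addition; B-score computed on integrated fluorescence ratio after choline addition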
Target sequence (Q9GZV3 whole entry, looked up): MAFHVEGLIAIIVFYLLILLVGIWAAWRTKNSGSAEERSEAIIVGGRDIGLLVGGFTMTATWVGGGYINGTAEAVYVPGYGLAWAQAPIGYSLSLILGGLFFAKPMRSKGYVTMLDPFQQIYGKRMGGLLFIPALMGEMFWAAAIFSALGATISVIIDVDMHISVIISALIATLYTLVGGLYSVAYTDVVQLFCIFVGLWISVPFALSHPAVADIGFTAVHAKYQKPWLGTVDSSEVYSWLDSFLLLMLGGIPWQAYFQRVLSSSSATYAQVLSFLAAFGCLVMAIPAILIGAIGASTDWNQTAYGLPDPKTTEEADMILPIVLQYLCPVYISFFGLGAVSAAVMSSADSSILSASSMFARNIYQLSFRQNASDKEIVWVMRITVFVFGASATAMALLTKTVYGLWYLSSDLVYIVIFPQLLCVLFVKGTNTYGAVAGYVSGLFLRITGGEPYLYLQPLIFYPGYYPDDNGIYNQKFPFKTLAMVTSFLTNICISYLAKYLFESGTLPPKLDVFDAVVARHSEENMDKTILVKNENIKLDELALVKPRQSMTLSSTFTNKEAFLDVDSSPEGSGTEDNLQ
* marks the source's active call; other numbers are inactive results; i = inactive; · = no result given.

SMILES | KCNQ2 block | CHT block
COc1ccc(CCNC(=O)Cn2cc(C(F)(F)F)cc(Cl)c2=O)cc1OC | i | i
Cc1ccccc1Nc1nc(N)nc(COC(=O)C(NC(=O)c2ccco2)C(C)C)n1 (stereo not given) | i | -6.2*
O=S(=O)(c1ccc(Br)cc1Cl)N1CCN(CCO)CC1 | i | i
CC1CCCC(C)N1CC(O)COCC1COc2ccccc2O1 (stereo not given) | i | i
Cc1ccc(Cl)cc1NC(=O)CN1CCOCC1 | i | i
Cc1ccc(S(=O)(=O)NC(=O)c2cc(C)n(C3CC3)c2C)cc1 | i | i
Cn1ccnc1C(=O)Cc1ccc([N+](=O)[O-])cc1 | i | i
CC(=O)c1ccc(N2CCN(C(=O)CCNC(=O)Cn3ccc4ccccc4c3=O)CC2)cc1 | i | i
Nc1ccc2nc(-c3ccccn3)[nH]c2c1 | i | i
CC(C)CSc1nnc2c(n1)[nH]c1ccccc12 | i | i
Cc1ccc(-n2c(SCc3nnc4n3CCC4)nnc2-c2ccccc2)cc1 | i | i
CC#CC[N+](C)(C)CCCCCCCCCC | i | i
Cc1ccc(P(=O)(CSC(=N)N)c2ccc(C)cc2)cc1 | i | i
COc1ccc(S(=O)(=O)Nc2cccnc2)c(C)c1C | i | i
O=C(OCc1ccccc1)/C(=C/c1ccccc1Cl)NC(=O)c1ccco1 | i | i
O=C(CSc1nnc(-c2ccccc2O)o1)N1CCc2ccccc2C1 | i | i
O=C(N/N=C/c1cccnc1)c1cccs1 | i | i
CCOC(=O)C1CCN(C(=O)c2ccccc2CCc2ccccc2)CC1 | i | i
Cc1ccc(S(=O)(=O)Nc2cccc(-c3ccc(N4CCCCCC4)nn3)c2)c(C)c1 | i | i
Cc1ccc(NC(=O)c2cccnc2C(=O)Nc2ccc(C)cc2)cc1 | i | i
Cc1cc(N2C(=O)C3CC=CC(C)C3C2=O)no1 (stereo not given) | i | i
O=C1c2ccccc2-c2nc3ccccc3cc21 | i | i
COC(=O)c1oc2ccc(Br)cc2c1-n1cccc1 | i | i
Cc1cccc(OCC(=O)Nc2cc(NC(=O)COc3cccc(C)c3)cc(C(=O)O)c2)c1 | i | i
CN1C(=O)c2ccc(N(C)C)cc2C1=O | i | i
COc1ccccc1NC(=S)NC(C)=O | i | i
Cc1ccc(CN2CCC(Oc3ccc(C(=O)NCc4ccccn4)cc3)CC2)o1 | i | i
COc1ccccc1-c1cc(SC)c(C#N)c(=O)o1 | i | i
Cc1ccc(OCc2cc(C(=O)N3CC4C[C@@H]5CC3C[C@H](C4)C5)no2)cc1C | i | i
Cc1ccc(C(=O)NNC(=O)/C=C\C(=O)O)cc1 | i | i
COc1ccc(C)cc1N(C)C(=O)c1coc(=O)c2ccccc12 | i | i
Cc1ccn2c(=O)c(C(=O)NCCCN3CCCCC3C)c(O)nc2c1 (stereo not given) | i | i
Cc1cc(C)c2ccc3c(C)c(C)n(C)c3c2n1 | i | i
CCCCC(=O)N1CCN(c2nc3ccc(Br)cc3s2)CC1 | i | i
COc1c(O)cnn(-c2ccccc2)c1=O | i | i
Cc1cc2ccccn2c1C(=O)c1ccncc1 | i | i
O=C(NCc1ccc(Cl)cc1)c1ccc(Br)o1 | i | i
Cc1cc(S(=O)(=O)NC2CCCCC2)ccc1OCC(=O)NCC1CCCO1 (stereo not given) | i | i
CCN=C1SC(C(=O)Nc2ccc(OC)cc2)CC(=O)N1CC (stereo not given) | i | i
COc1ccc(NC(=O)c2ccccc2-c2ccc(C(F)(F)F)cc2)cc1S(=O)(=O)N1CCOCC1 | i | i
CC(NC(=O)C1CCC(CNc2c(N3CCOCC3)c(=O)c2=O)CC1)c1ccccc1 (stereo not given) | i | i
CC(C)CN(C(=O)COC(=O)c1ccccc1NCc1ccco1)c1c(N)n(Cc2ccccc2)c(=O)[nH]c1=O | i | i
CC1CN(C(=O)c2cc([N+](=O)[O-])cc([N+](=O)[O-])c2)CC(C)O1 (stereo not given) | i | i
COc1ccc(CNC(=O)Cn2nc(C(F)(F)F)cc2C)cc1 | i | i
O=C(CCN1C(=O)S/C(=C\c2ccccc2)C1=O)NC1CCS(=O)(=O)C1 (stereo not given) | i | i
O=C(NCc1ccc2c(c1)OCO2)c1ccc(CN2CCc3ccccc3C2)cc1 | i | i
O=c1[nH]nc(CNc2cccc(C(F)(F)F)c2)c2ccccc12 | i | i
CCC(CC)Nc1ccc(C(CC(N)=O)NC(=O)Cc2ccc(Br)cc2)cc1[N+](=O)[O-] (stereo not given) | i | i
O=C(Cc1cccc(C(F)(F)F)c1)NCc1ccc(Cl)cc1 | i | i
Cc1cc(OC(C)C(=O)NCCc2c[nH]c3ccccc23)c2c(C)cc(=O)oc2c1 (stereo not given) | i | i
CCOC(=O)c1ccc2c(c1)NC(=O)C(N1CCN(c3ccc(OC)cc3)CC1)S2 (stereo not given) | i | i
O=C(CN(Cc1cccs1)C(=O)CNS(=O)(=O)c1ccc(F)cc1)NCc1ccco1 | i | i
CC(C)[C@H](N[C@@H](C)c1ccccc1)c1c(O)ccc2ccccc12 | i | i
COc1cc2c(cc1OC)CN(C(=O)c1cc(S(=O)(=O)N3CCOCC3)ccc1C)CC2 | i | i
O=C(c1ccccc1Oc1ccccc1)N1CCN(c2ccc(F)cc2)CC1 | i | i
OCc1cccc[n+]1CCc1ccccc1 | i | i
N#CCCn1cnc2ccccc21 | i | i
O=S(=O)(c1ccc(N2CCCC2)nc1)N1CCCC1 | i | -5.8*
COc1ccc(CC(=O)Nc2nc3ccc(F)cc3s2)cc1S(=O)(=O)N1CCOCC1 | i | i
COC(=O)c1cc(-c2ccccc2)sc1N | i | i

Shown with each value named: part of the list above.
> CC(C)CN(C(=O)COC(=O)c1ccccc1NCc1ccco1)c1c(N)n(Cc2ccccc2)c(=O)[nH]c1=O
- KCNQ2 block: i
- CHT block: i
> Cc1cc(OC(C)C(=O)NCCc2c[nH]c3ccccc23)c2c(C)cc(=O)oc2c1 (stereo not given)
- KCNQ2 block: i
- CHT block: i

The main list resumes, repeating the 6 entries before the break.
SMILES | KCNQ2 block | CHT block
O=C(c1ccccc1Oc1ccccc1)N1CCN(c2ccc(F)cc2)CC1 | i | i
OCc1cccc[n+]1CCc1ccccc1 | i | i
N#CCCn1cnc2ccccc21 | i | i
O=S(=O)(c1ccc(N2CCCC2)nc1)N1CCCC1 | i | -5.8*
COc1ccc(CC(=O)Nc2nc3ccc(F)cc3s2)cc1S(=O)(=O)N1CCOCC1 | i | i
COC(=O)c1cc(-c2ccccc2)sc1N | i | i
O=C(NCc1ccccn1)c1ccc2nc(C3CCCCC3)oc2c1 | i | i
COc1ccc(C2C(C(=O)NCCN(C)C)c3ccccc3C(=O)N2C)cc1OC (stereo not given) | i | i
Cc1ccc(NC(=O)Nc2cnc3ccccc3c2)cc1 | i | i
CC(C)CCC[C@@H](C)[C@H]1CC[C@H]2[C@@H]3C(=O)C=C4C[C@@H](O)CC[C@]4(C)[C@H]3CC[C@]12C | i | i
C#CCOCCOCCOCCNc1nc(N2CCOCC2)nc(N2CCN(C(=O)CCCCCCCCCCNC(=O)[C@H](CO)n3cc(CCCCCN)nn3)CC2)n1 | · | i
Fc1ccccc1-c1n[nH]c(=S)n1CC1CCCO1 (stereo not given) | i | i
COc1ccc(-n2c(SCC(=O)NCCCN3CCCC3=O)nnc2C(C)N2CCCCC2)cc1 (stereo not given) | i | i
COCCNC(=O)CCn1nc(-c2ccc(Cl)cc2)c2ccccc2c1=O | i | i
CN(C)CCOC(C1CCCCC1)C1CCCCC1 | i | i
COc1ccc(NC(=O)Nc2cc(C)ccc2F)cc1OC | i | i
COc1cc(CNC(=O)c2nc(Cn3nc(C)c(Br)c3C)no2)cc(OC)c1 | i | i
COc1ccc(-c2nc(C#N)c(NCCCN3CCOCC3)o2)cc1 | i | i
COCCN(C(=O)CSc1nc2ccc(Cl)cc2[nH]1)c1c(N)n(Cc2ccccc2)c(=O)[nH]c1=O | i | i
Cn1c(=O)c(=O)n(C)c2cc(S(=O)(=O)N3CCCCC3)ccc21 | i | i
Cn1ccc(C(=O)OCC(=O)Nc2cccc(Cl)c2)n1 | i | i
O=C(CCS(=O)(=O)c1ccccc1)N1CCOCC1 | i | i
COc1cccc(CNc2ccc(F)c(Cl)c2)c1 | i | i
O=C(O)Cc1ccc(C(=O)c2ccccc2)s1 | i | i
CC(NC(=O)Nc1cccc(F)c1)c1ccc2c(c1)OCO2 (stereo not given) | i | i
COC(=O)Nc1ccc(S(=O)(=O)N2CCCc3ccccc32)cc1 | i | i

Of the compounds above, these have a furan ring, fused or not.
SMILES | KCNQ2 block | CHT block
Cc1ccccc1Nc1nc(N)nc(COC(=O)C(NC(=O)c2ccco2)C(C)C)n1 (stereo not given) | i | -6.2*
O=C(OCc1ccccc1)/C(=C/c1ccccc1Cl)NC(=O)c1ccco1 | i | i
COC(=O)c1oc2ccc(Br)cc2c1-n1cccc1 | i | i
Cc1ccc(CN2CCC(Oc3ccc(C(=O)NCc4ccccn4)cc3)CC2)o1 | i | i
O=C(NCc1ccc(Cl)cc1)c1ccc(Br)o1 | i | i
CC(C)CN(C(=O)COC(=O)c1ccccc1NCc1ccco1)c1c(N)n(Cc2ccccc2)c(=O)[nH]c1=O | i | i
O=C(CN(Cc1cccs1)C(=O)CNS(=O)(=O)c1ccc(F)cc1)NCc1ccco1 | i | i

Continued.
SMILES | KCNQ2 block | CHT block
CC(Oc1cccc(Cl)c1)C(=O)N1CCCN(C)CC1 (stereo not given) | i | i
Cc1cccc(-n2c(C)cc(/C=C3\C(=N)N4N=C(CC(C)C)SC4=NC3=O)c2C)c1 | i | i
O=C(O)CC/C(=N/NC(=O)c1cccs1)c1ccccc1 | i | i
CCOC(=O)N1CCC(N2C(=O)c3ccccc3C2Nc2ccc(S(=O)(=O)N3CCOCC3)cc2)CC1 (stereo not given) | i | i
COc1cccc(CC(=O)Nc2nc3ccccc3[nH]2)c1 | i | i
CC(C)C(=O)NS(=O)(=O)c1ccc(NS(C)(=O)=O)cc1 | i | i
COc1ccccc1N1CCN(C2CCN(C(=O)COc3ccccc3)CC2)CC1 | i | i
C=CCNC(=S)N/N=C(\C)c1cccnc1 | i | i
CCOc1ccc(S(=O)(=O)N2CCN(S(=O)(=O)c3ccc(C(C)=O)cc3)CC2)cc1 | i | i
CC(NC(=O)CN(C)Cc1cccs1)c1ccccc1 (stereo not given) | i | i
CCn1c2ccccc2c2cc(CN3CCN(S(C)(=O)=O)CC3)ccc21 | i | i
Cc1ccc(O)c(NC(=O)CCCC(=O)O)c1 | i | i
Cc1cc(=O)[nH]c(SCC(=O)Nc2ccccc2[N+](=O)[O-])n1 | i | i
Cc1ccc(S(=O)(=O)N2CCC(C(=O)NCc3ccncc3)CC2)cc1 | i | i
CC(C)CNC(=O)C1CCCN(S(=O)(=O)c2ccc(-n3cnnn3)cc2)C1 (stereo not given) | i | i
CC1CCCN(S(=O)(=O)c2cccc3nonc23)C1 (stereo not given) | i | i
O=c1[nH]c2ccccc2c(O)c1SCCO | i | i
CCCCNC(=O)c1nc2ncc(Br)cn2n1 | i | i
CCCCN(C)C1CCN(C(=S)Nc2ccc(OCC)cc2)CC1 | i | i
Cc1csc(=O)n1CCC(=O)OCC(=O)c1ccc(Br)cc1 | i | i
C=CCn1c(SCC(=O)Nc2ccc(C(=O)O)cc2)nnc1-c1cccnc1 | i | i
O=C(Cc1ccccc1)NC(NCCCN1CCOCC1)(C(F)(F)F)C(F)(F)F | i | i
O=C(O)C1CCN(S(=O)(=O)c2ccc(Oc3ccccc3)cc2)CC1 | i | i
Cc1csc(=O)n1CC(=O)OCC(=O)c1ccc(Br)cc1 | i | i
O=C(COc1ccc(S(=O)(=O)NC2CCCCC2)cc1)NC1CCCCC1 | i | i
COCCOC(=O)C1=C(C)NC(=O)NC1c1ccco1 (stereo not given) | i | i
CN1CCC(=NNC(=O)CN(c2ccccc2)S(=O)(=O)c2ccccc2)CC1 | i | i
Cc1nc2ccc(-c3nc4ccccc4[nH]3)cc2[nH]1 | i | i
Cc1ccc(C2=NN(C(=O)c3cccs3)C(c3ccccc3O)C2)cc1 (stereo not given) | i | i
CCOC(=O)c1ccc(NC(=O)c2nn(CC)cc2Br)cc1 | i | i
Cc1noc(C)c1COC(=O)c1ccc(F)c(S(=O)(=O)N2CCCCC2)c1 | i | -5*
COc1ccc(N2CCN(C(=S)Nc3ccc(F)cc3)CC2)cc1 | i | i
COc1cc(/C=C/C(=O)NCc2nc3ccccc3[nH]2)cc(OC)c1OC | i | i
Cc1n[nH]c(C)c1CCCCOc1ccc([N+](=O)[O-])cc1 | i | i
C=CCOC(=O)C1=C[C@H](C2CC2)[C@@H](CCCO)[C@H](OCC)O1 | i | i
O=C(/C=C/c1ccc(Cl)cc1Cl)Nc1ccncc1 | i | i
Cn1c(C(=O)O)cc2cc(Oc3ccccc3)ccc21 | i | i
CC1(C)Cc2c(sc(NC(=O)C3CC(Cl)=CCC3C(=O)O)c2C#N)CO1 (stereo not given) | i | i
C[C@]12CC[C@@H]3c4ccc(O)cc4CC[C@H]3[C@@H]1CCC2=O | i | i
Nc1cccc(Oc2cnccn2)c1 | i | i

Reprinted from the part before: three entries, then new ones.
SMILES | KCNQ2 block | CHT block
CC1(C)Cc2c(sc(NC(=O)C3CC(Cl)=CCC3C(=O)O)c2C#N)CO1 (stereo not given) | i | i
C[C@]12CC[C@@H]3c4ccc(O)cc4CC[C@H]3[C@@H]1CCC2=O | i | i
Nc1cccc(Oc2cnccn2)c1 | i | i
O=C(Nc1ccc(F)c(F)c1)c1ccccc1 | · | i
Cc1ccc(-c2cc(C)nc3ncnn23)cc1 | i | i
COc1ccc(-c2csc(NC(=O)CSc3n[nH]c(C)n3)n2)cc1 | i | i
S=c1[nH]nc(Cc2ccc(Br)cc2)n1/N=C/c1ccc(Cl)cc1 | i | i
CN(O)C(=O)Nc1ccc([N+](=O)[O-])cc1 | i | i
COc1cc(O)c(C(CC(=O)N2CCN(c3ccccc3)CC2)c2ccc3c(c2)OCO3)c(OC)c1 (stereo not given) | i | i
COc1cc(/C=C(/C(=O)c2cccs2)c2nc3ccccc3[nH]2)ccc1O | -7.6* | i
